Bioassay records as filed in PubChem.
OX1R antag – antagonists of human orexin 1 receptor (OX1R). Orexin/Hypocretin receptor type 1 (Homo sapiens), O43613. OX1R-expressing cells, FRET antagonist read-out. inhibition, % at 6.6 µM. 330,000 compounds, 1.8% hits. AID 485270, 2010; in the data active means inhibition mostly above about 38%, no sharp cut-off; inactive means mostly below about 40%;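 further: 0% = agonist challenge alone and 100% = reference antagonist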
STK33 inh – inhibitors of purified STK33 kinase, primary screen, biochemical, ADP-Glo luminescence, homogeneous, cell-free. 320,000 compounds, 0.073% hits. inhibition, % at 10 µM. MBP phosphorylation. Serine/threonine-protein kinase 33 (Homo sapiens), Q9BYT3;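 active means inhibition at or above 25%, using the most active replicate where run in duplicate; inactive means inhibition below 25%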
KCNQ2 block – KCNQ2 potassium channel inhibitors, primary screen, cell-based, CHO-K1, FluxOR thallium flux, B-score (AID 2156); Potassium voltage-gated channel subfamily KQT member 2 (Rattus norvegicus), O88943; 20 min; active compounds read low; B-score at 10 µM; 310,000 compounds, 1.1% hits;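 active means fluorescence ratio B-score at most minus 3 library SDs, with starting brightness B-score within 2 library SDs, cut at about -5.5 in these data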
Target sequence (O88943 whole entry, looked up): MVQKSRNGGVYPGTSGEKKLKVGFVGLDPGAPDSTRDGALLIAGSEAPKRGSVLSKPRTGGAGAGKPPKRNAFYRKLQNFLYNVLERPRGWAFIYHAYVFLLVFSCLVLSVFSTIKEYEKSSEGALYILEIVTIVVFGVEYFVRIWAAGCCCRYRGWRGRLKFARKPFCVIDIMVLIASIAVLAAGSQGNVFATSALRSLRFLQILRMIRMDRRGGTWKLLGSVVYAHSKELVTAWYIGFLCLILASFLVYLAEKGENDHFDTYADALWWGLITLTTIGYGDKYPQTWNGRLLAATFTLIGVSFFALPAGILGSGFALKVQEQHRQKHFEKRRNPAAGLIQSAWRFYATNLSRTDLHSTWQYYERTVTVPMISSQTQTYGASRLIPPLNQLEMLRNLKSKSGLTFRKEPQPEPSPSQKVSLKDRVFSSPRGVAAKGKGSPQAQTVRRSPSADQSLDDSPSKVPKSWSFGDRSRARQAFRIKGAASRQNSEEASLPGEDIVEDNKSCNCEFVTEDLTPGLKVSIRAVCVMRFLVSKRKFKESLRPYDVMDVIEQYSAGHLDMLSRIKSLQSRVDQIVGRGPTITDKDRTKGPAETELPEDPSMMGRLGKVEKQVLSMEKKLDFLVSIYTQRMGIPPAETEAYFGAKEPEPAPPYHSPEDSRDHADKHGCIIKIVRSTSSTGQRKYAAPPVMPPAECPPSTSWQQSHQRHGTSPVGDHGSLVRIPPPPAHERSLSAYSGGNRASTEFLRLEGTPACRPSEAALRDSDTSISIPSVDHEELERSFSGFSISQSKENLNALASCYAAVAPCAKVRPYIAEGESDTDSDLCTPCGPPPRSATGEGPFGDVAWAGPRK
Numbers without * were called inactive; i = inactive; / = not tested or not shown.

no.	SMILES	OX1R antag	STK33 inh	KCNQ2 block
1	CC(OC(=O)CC1CCCC1)C(=O)Nc1ccc(Cl)cn1 (stereo not given)	24	-0.8	i
2	Cc1csc(NC(=O)C2CCN(S(=O)(=O)c3cccs3)CC2)n1	22	-0.8	i
3	CN(C(=O)COC(=O)c1c2c(nc3ccccc13)/C(=C/c1cccc([N+](=O)[O-])c1)CCC2)C1CCS(=O)(=O)C1 (stereo not given)	14	-1.3	i
4	CS(=O)(=O)c1ccc(Cl)c(NC(=O)COC(=O)CNC(=O)c2cccs2)c1	15	-0.4	i
5	COc1ccc(C(=O)Nc2cc(C)on2)cc1S(=O)(=O)N1CC(c2ccccc2)CC1=O (stereo not given)	11	-0.7	i
6	N#Cc1ccc(OCC(=O)N2CCc3ccccc32)cc1	7	-0.4	/
7	Cc1c(Cl)cccc1NC(=O)CCC(=O)NNC(=O)c1ccccc1	17	-0.4	i
8	Cc1cccc(N2C(=O)CS/C2=N\NC(=O)c2ccc(Br)cc2)c1C	13	-1.5	i
9	CCN1C(=O)/C(=C/c2cccs2)SC1=Nc1ccc(OC)cc1	7	-1.0	i
10	O=S(=O)(NCC1CCCO1)c1cnc(Cl)c(Br)c1 (stereo not given)	4	1.1	i
11	CCN(CC)C(=O)C(=O)Nc1ccc(OC)c(Cl)c1	10	-1.6	i
12	O=C(NCc1ccccc1Cl)C1CCC(CNc2c(N3CCCCC3)c(=O)c2=O)CC1 (stereo not given)	5	-2.4	i
13	COc1ccccc1C(=O)Nc1ccnn1C1CCN(Cc2cc(C)c(C)cc2C)CC1	0	-0.7	i
14	Cc1ccc(C(=O)N/C(=C\c2cccs2)C(=O)NC2CCCCC2)cc1	33	0.4	i
15	CCc1sc(C(=O)Nc2ccccc2N2CCOCC2)cc1C	14	/	-7.3*
16	COc1ccc(NC(=O)c2ccc(NC(=O)CN3CCN(c4ccccc4)CC3)cc2)cc1	3	-1.4	/
17	OCCN1CCN(c2nc(NCc3ccco3)c3ccccc3n2)CC1	11	-1.6	i
18	CC(=O)c1ccc2c(c1)OCCOCCOCCOCCOCCO2	13	1.9	i
19	Cc1sc2ncn3cnnc3c2c1C	17	1.1	i
20	COC(=O)C1=C(N)Oc2cc(C)n(Cc3cccnc3)c(=O)c2C1c1ccc(OC)c(OC)c1 (stereo not given)	0	-2.6	i
21	N#Cc1ccc(-c2csc(-c3ccno3)n2)cc1	10	-0.5	i
22	O=C(CCc1ccccc1)N/N=C/c1cc(Br)ccc1O	11	-1.2	i
23	C/C(=N\NC(=O)CC1N=C(Cc2ccccc2)NNC1=O)c1ccc(Br)cc1 (stereo not given)	-3	-0.1	i
24	CS(=O)(=O)N(CCc1ccccc1)CC(=O)NCc1ccccc1	13	-1.0	i
25	CC(=O)N1CCN2C(=O)C1CCCC(=O)c1cc(C)ccc12 (stereo not given)	15	1.5	i
26	Cc1cccc(C(=O)NC(CC(=O)O)c2ccc(OC3CCCC3)cc2)c1[N+](=O)[O-] (stereo not given)	19	-0.6	i
27	CC(OC(=O)CCN=C1NS(=O)(=O)c2ccccc21)C(=O)NCc1ccccc1 (stereo not given)	20	-0.7	i
28	CC[C@H](C)C(N)c1cn(C(CCCN=C(N)N)C(=O)N2CCNCC2)nn1 (stereo not given in full)	8	-0.9	/
29	COc1ccc(-c2csc(Nc3ccc(C)cn3)n2)cc1	19	-0.5	i
30	COc1cccc(NC(=O)[C@@H]2CCCN2C(=O)[C@@H]2Cc3ccccc3CN2C(=O)OC(C)(C)C)c1	-2	0.5	i
31	C=CCN1C=C2C(=O)C(C)(OC(=O)c3ccco3)C(=O)C(C=C)=C2C=C1C1CC1 (stereo not given)	26	-0.1	i
32	Cc1cccc(CC(=O)NCC(=O)NCc2cc(=O)n(C)c(=O)n2C)c1	-3	-0.6	i
33	CCCc1nc2ccccc2c(C(=O)OCC(=O)Nc2cccc(S(=O)(=O)N3CCOCC3)c2)c1CC	19	-1.9	i
34	C=CCc1c(O)c(CC)cc2c(C)cc(=O)oc12	21	0.6	i
35	COCCOc1cc(COC)nc(-c2cccc(C)c2)n1	24	-0.2	i
36	O=c1c2c(nc3cc(-c4ccc(Cl)cc4)[nH]n13)CCS2	13	-3.1	i
37	COc1cccc2sc(N(CCCN(C)C)C(=O)c3ccc(S(=O)(=O)N4CCCc5ccccc54)cc3)nc12	13	-0.5	i
38	COc1ccc(OC)c(S(=O)(=O)NCCCc2ccccc2)c1	12	2.1	i
39	Cc1cccn2c(=O)c(/C=C(\C#N)C(=O)NCc3ccco3)c(N3CCCCC3)nc12	13	-0.2	i
40	O=C(COC(=O)c1cccc(C(=O)OCC(=O)NC2CCCCC2)n1)NC1CCCCC1	11	-1.7	i
41	COc1ccccc1-c1nc(-c2ccc(C(=O)O)cc2)no1	6	-1.6	i
42	O=C(Nc1ncc(Cc2cccc(Cl)c2)s1)c1ccc([N+](=O)[O-])cc1	2	-1.4	i
43	COC(=O)C1CSC(C(=O)OC)N1C(=O)CN1CCN(c2ccccc2)CC1 (stereo not given)	12	0.3	i
44	Cc1cccc(C(=O)NCCC(=O)NCc2ccccc2F)c1	10	-0.5	/
45	CCN(CC)C(=O)CSc1nc2ncc(Cl)cc2[nH]1	24	-2.1	i
46	Cc1c(Cl)cccc1NC(=O)Nn1cnnc1	/	3.2	i
47	CCn1c(C)c(C(C)=O)c(N2CCN(c3ccccn3)CC2)nc1=S	7	-0.6	i
48	COc1cc(CC(=O)OCC(=O)c2ccc3c(c2)OCCO3)cc(OC)c1OC	6	0.3	i
49	COc1cc(OC)cc(C(=O)NNC(=O)c2ccc(S(=O)(=O)N3CC(C)OC(C)C3)cc2)c1 (stereo not given)	2	-1.2	i
50	CCc1cc(/C(Cc2ccc3ccccc3n2)=N\O)c(O)cc1O	46	-1.4	-12*

Given screen by screen: seven of the compounds above.
[16] COc1ccc(NC(=O)c2ccc(NC(=O)CN3CCN(c4ccccc4)CC3)cc2)cc1
[17] OCCN1CCN(c2nc(NCc3ccco3)c3ccccc3n2)CC1
[18] CC(=O)c1ccc2c(c1)OCCOCCOCCOCCOCCO2
[19] Cc1sc2ncn3cnnc3c2c1C
[20] COC(=O)C1=C(N)Oc2cc(C)n(Cc3cccnc3)c(=O)c2C1c1ccc(OC)c(OC)c1 (stereo not given)
[21] N#Cc1ccc(-c2csc(-c3ccno3)n2)cc1
[22] O=C(CCc1ccccc1)N/N=C/c1cc(Br)ccc1O

| compound no. | 16 | 17 | 18 | 19 | 20 | 21 | 22 |
| --- | --- | --- | --- | --- | --- | --- | --- |
| OX1R antag | 3 | 11 | 13 | 17 | 0 | 10 | 11 |
| STK33 inh | -1.4 | -1.6 | 1.9 | 1.1 | -2.6 | -0.5 | -1.2 |
| KCNQ2 block | / | i | i | i | i | i | i |

The listing picks up with the three entries that preceded the break.
no.	SMILES	OX1R antag	STK33 inh	KCNQ2 block
48	COc1cc(CC(=O)OCC(=O)c2ccc3c(c2)OCCO3)cc(OC)c1OC	6	0.3	i
49	COc1cc(OC)cc(C(=O)NNC(=O)c2ccc(S(=O)(=O)N3CC(C)OC(C)C3)cc2)c1 (stereo not given)	2	-1.2	i
50	CCc1cc(/C(Cc2ccc3ccccc3n2)=N\O)c(O)cc1O	46	-1.4	-12*
51	S=C(c1c[nH]c2ccccc12)N1CCCC1	0	-2.9	i
52	COc1ccc(/C=N/Nc2nc(-c3cccc(S(=O)(=O)N4CCCC4)c3)cs2)c(OC)c1	24	0.1	i
53	O=C(c1cn(CC(=O)N2CCCCC2)c2ccccc12)C1CC1	6	/	i
54	Cc1ccc(N(C(C)C(=O)N2CCCCC2)S(C)(=O)=O)cc1C (stereo not given)	8	-1.3	i
55	O=C(COC(=O)c1ncc(Cl)c(Cl)c1Cl)Nc1ccccc1OC(F)F	11	-2.6	i
56	O=C(c1nn2c(C(F)(F)F)cc(-c3cccs3)nc2c1Br)N1CCCc2ccccc21	17	-0.7	i
57	CS(=O)(=O)Nc1ccc(S(=O)(=O)N2CCCC2)cc1	9	0.0	i
58	CSCCC(NS(=O)(=O)c1cccc(C(F)(F)F)c1)C(=O)N(C)Cc1ccc2c(c1)OCCO2 (stereo not given)	7	-0.2	i
59	Cc1ccc(-n2nc3c(=O)n(CC(=O)NCc4ccccn4)nc(C)c3c2C)cc1	9	-1.1	i
60	C[C@H](CO)N1C[C@H](C)[C@@H](CN(C)Cc2ccccc2)Oc2c(NC(=O)C3CC3)cccc2C1=O	0	0.0	/
61	Cc1ccccc1C(=O)NCC(=O)OCC(=O)NC(C)C1CC2CCC1C2 (stereo not given)	4	-0.6	/
62	CN(C)C(CNC(=O)c1cccs1)c1cccnc1 (stereo not given)	6	-1.6	i
63	CCN(CC)S(=O)(=O)c1ccc(N2CCCCC2)c(C(=O)Nc2ccccc2N2CCOCC2)c1	41	7.2	-8*
64	CCc1sc(C(=O)N2CCN(S(C)(=O)=O)CC2)cc1Br	7	-0.3	i
65	COc1ccc(N2C(=O)CSC2c2ccccc2F)c(OC)c1 (stereo not given)	3	-0.9	i
66	Cc1cc(C(F)F)nn1CC(=O)Nc1cc([N+](=O)[O-])ccc1F	15	-1.5	i
67	Cc1ccccc1-n1c(SCC(=O)Nc2ccccc2)nc2nc3c(cc2c1=O)CCCC3	13	-1.0	i
68	COc1ccccc1CCC(=O)OCC(=O)Nc1c(C)nn(-c2ccccc2)c1C	24	/	i
69	COc1ccc(OC)c(-n2c(=S)[nH]c3c(sc(=S)n3-c3ccccc3C)c2=O)c1	10	-0.9	i
70	Cc1nn(-c2ccc(C(=O)O)cc2)c(N)c1-c1ccccc1	8	0.5	i
71	c1ccc(-c2cn3c(n2)SCC3)cc1	1	3.0	i
72	COC(=O)C(NC(=O)COc1ccccc1)(Nc1nc2c(s1)CCCC2)C(F)(F)F (stereo not given)	22	-3.1	i
73	Cc1cccc(C)c1NC(=O)N1CCC(n2cnc3ccccc32)CC1	13	1.3	i
74	Cc1ccc(S(=O)(=O)Nc2cc(C(C)C)c(O)cc2C)cc1	27	1.3	i
75	Cc1ccc(S(=O)(=O)N(C)CCCC(=O)N2CCCCC2)cc1	5	0.1	i
76	COC(=O)c1ccc(CSC2=NCCS2)cc1	4	0.3	i
77	CS(=O)(=O)c1ccc(C2=C(c3ccccc3)C(=O)OC2)cc1	19	-1.3	i
78	CCCS(=O)(=O)c1nnnn1-c1cccc(OC)c1	10	3.8	i
79	O=C1S/C(=C\c2ccc(O)c([N+](=O)[O-])c2)C(=O)N1Cc1cccc([N+](=O)[O-])c1	42	0.0	i
80	O=C(Nc1ccc2c(c1)OCCO2)c1ccc2ccccc2n1	107*	0.9	i
81	CS(=O)(=O)N1CCCC(C(=O)Nc2ccc(Br)cc2F)C1 (stereo not given)	16	0.2	i
82	Cc1c(NC(=O)CN2C(=O)c3ccccc3C2=O)c(=O)n(-c2ccccc2)n1C	12	-0.7	i
83	COc1ccc(NC(=S)c2ccc(N(C)C)cc2)cc1	1	-4.1	i
84	Cc1c(N=Cc2ccc(O)c(Br)c2)cccc1[N+](=O)[O-]	31	-0.3	i
85	Cc1cc(-c2nnc(CCC(=O)NCc3ccc(OC(F)(F)F)cc3)o2)no1	18	-1.8	i
86	CCc1ccc(OCC(=O)NNC(=O)c2cc(S(=O)(=O)N(C)C)ccc2N2CCCC2)cc1	23	/	i
87	O=C(c1cccs1)N(c1ccc(F)cc1)C1C=CS(=O)(=O)C1 (stereo not given)	16	0.1	i
88	COC(=O)c1cc(C(=O)OC)cc(-n2c(C)cc(C(=O)COC(=O)CNS(=O)(=O)c3ccc(C)cc3)c2C)c1	5	-1.8	i
89	CC12CCC3(CO)COC(c4ccccc4O1)C2C3 (stereo not given)	14	-0.1	i
90	CCN(CC)CCCC(C)NC(=O)c1cccc(S(=O)(=O)N2CCc3ccccc32)c1 (stereo not given)	3	0.5	i
91	O=c1c2ccccc2nc(-c2ccc(Br)cc2)n1Cc1ccccc1	20	0.9	i
92	C=CCn1c(=O)c2ccccc2n2c(SC(C)C(=O)Nc3nc(-c4ccccc4)cs3)nnc12 (stereo not given)	10	0.3	i
93	O=C(COc1ccc([N+](=O)[O-])cc1)NNC(=O)c1cccs1	20	2.3	i
94	C/C(=N\NC(=O)CNC(=O)c1cccc(F)c1)c1ccc2ccccc2c1	13	1.0	i
95	Cc1ccc(CONC(=O)c2ccc([N+](=O)[O-])cc2)cc1	16	-1.3	/
96	CC(C)(C)OC(=O)CNC(=O)c1nc[nH]c1C(=O)NCc1ccc(CNC(=O)OC(C)(C)C)cc1	9	0.1	i
97	CCNC(=S)N/N=C/c1ccco1	30	-1.1	i
98	COc1cc(OC)c(/C=N/n2c(C3CCCCC3)n[nH]c2=S)c(OC)c1	10	1.3	i
99	Cc1cccc(NCc2ccc(O)c3ncccc23)c1	32	-1.4	i
100	FC(F)(F)c1nnc2sc(-c3ccccn3)nn12	5	-1.0	i
101	CCOc1cccc(-c2nc(C(N)=O)c3[nH]c(=O)n(-c4cccc(Cl)c4)c3n2)c1O	10	-0.4	i
102	Cc1cccc(-n2ncc3c2CCCC3NC(=O)C2CCOCC2)c1C (stereo not given)	13	-1.3	i
103	Cc1ccc(-c2cn3cccnc3n2)cc1	15	-0.5	i

By substructure: the compounds so far with an aryl thioether with sulfur outside any ring.
no.	SMILES	OX1R antag	STK33 inh	KCNQ2 block
45	CCN(CC)C(=O)CSc1nc2ncc(Cl)cc2[nH]1	24	-2.1	i
67	Cc1ccccc1-n1c(SCC(=O)Nc2ccccc2)nc2nc3c(cc2c1=O)CCCC3	13	-1.0	i
92	C=CCn1c(=O)c2ccccc2n2c(SC(C)C(=O)Nc3nc(-c4ccccc4)cs3)nnc12 (stereo not given)	10	0.3	i
